From PubChem
CHRM5 antagonist = human M5 muscarinic receptor antagonists, primary screen, CHO cells, Fluo-8 calcium fluorescence | Muscarinic acetylcholine receptor M5 (Homo sapiens), P08912 | CHO-hM5 cells, ACh EC80 | inhibition, % at 3 µM | actives 0.59% (n = 360,000);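 active means inhibition above a per-plate cutoff, the mean of that plate's test compounds plus 3 SD, cut at about 27% in these data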;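 further: 0% = acetylcholine EC80 with DMSO and 100% = DMSO without agonist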
CHRM5 agonist = human M5 muscarinic receptor agonists, primary screen, CHO-K1 cells, Fluo-8 calcium fluorescence; CHO-K1 hM5 cells; 0% DMSO wells, 100% maximal acetylcholine response; activation, % at 3 µM; actives 0.19% (n = 360,000); AID 624037, 2012;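 active means activation above the run's mean over test compounds plus 3 SD, cut at about 23% in these data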;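 further: signal is peak over basal fluorescence ratio across the kinetic read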
M1 antag = human M1 muscarinic receptor antagonists, primary screen, CHO-K1 cells, Fluo-8 calcium fluorescence, 1536-well | CHO-K1 hM1, ACh EC80 antagonist | inhibition, % at 3 µM | actives 1.3% (n = 360,000) | AID 588852, 2011;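 active means percent inhibition above its own plate's cutoff, namely the mean of that plate's compound wells plus 3 SD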;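 further: peak over basal fluorescence ratio during 140 s after agonist addition; 0% = ACh EC80 plus DMSO and 100% = DMSO alone without agonist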
Target sequence (P11229 whole entry, looked up): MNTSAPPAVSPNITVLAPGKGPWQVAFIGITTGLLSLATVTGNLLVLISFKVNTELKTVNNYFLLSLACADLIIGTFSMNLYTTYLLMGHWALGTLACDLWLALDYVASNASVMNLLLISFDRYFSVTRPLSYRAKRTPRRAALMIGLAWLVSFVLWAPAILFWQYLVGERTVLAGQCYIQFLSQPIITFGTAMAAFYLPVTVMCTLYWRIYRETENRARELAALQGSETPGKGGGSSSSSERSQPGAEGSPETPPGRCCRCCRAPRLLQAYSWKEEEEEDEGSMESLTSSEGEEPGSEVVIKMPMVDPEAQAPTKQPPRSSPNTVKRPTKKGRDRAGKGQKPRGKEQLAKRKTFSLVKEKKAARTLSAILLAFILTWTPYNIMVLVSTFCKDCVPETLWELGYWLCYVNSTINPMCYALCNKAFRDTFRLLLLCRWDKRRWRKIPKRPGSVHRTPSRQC
M4 antag = human M4 muscarinic receptor antagonists, primary screen, CHO cells, Fluo-8 calcium fluorescence. actives 0.73% (n = 360,000). CHO-hM4 cells, ACh EC80. inhibition, % at 3 µM. Muscarinic acetylcholine receptor M4 (Homo sapiens), P08173;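 active means inhibition above its plate's cutoff, the mean inhibition of sample wells plus 3 SD, cut at about 27% in these data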;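 further: 0% = acetylcholine EC80 with DMSO and 100% = DMSO without agonist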
Target sequence (P08173 whole entry, looked up): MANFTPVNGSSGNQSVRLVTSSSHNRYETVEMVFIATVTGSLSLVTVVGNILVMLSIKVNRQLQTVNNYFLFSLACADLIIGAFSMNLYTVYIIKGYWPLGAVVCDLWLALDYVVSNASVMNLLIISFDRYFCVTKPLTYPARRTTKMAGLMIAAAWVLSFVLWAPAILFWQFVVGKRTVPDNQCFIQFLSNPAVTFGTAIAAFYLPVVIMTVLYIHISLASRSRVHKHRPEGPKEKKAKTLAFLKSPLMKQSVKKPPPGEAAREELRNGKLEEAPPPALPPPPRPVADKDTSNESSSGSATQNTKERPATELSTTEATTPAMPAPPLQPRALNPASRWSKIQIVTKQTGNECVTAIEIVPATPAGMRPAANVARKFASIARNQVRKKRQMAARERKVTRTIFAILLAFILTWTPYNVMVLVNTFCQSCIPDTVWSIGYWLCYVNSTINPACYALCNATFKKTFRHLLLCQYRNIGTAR
M1 ag = human M1 muscarinic receptor agonists, primary screen, Fluo-8 calcium fluorescence, CHO-K1 cells, HTS; Muscarinic acetylcholine receptor M1 (Homo sapiens), P11229; CHO-K1 hM1, agonist mode; 0% DMSO, 100% acetylcholine EC100; activation, % at 3 µM; actives 0.33% (n = 360,000); AID 588814, 2011;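 active means activation above the run's mean compound activation plus 3 SD, cut at about 16% in these data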;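 further: peak over basal fluorescence ratio within a 140 s kinetic read after compound addition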
TAAR1 ag = human TAAR1 agonists, primary screen, Fluo-8 calcium fluorescence, CHO RD-HGA16 cells; actives 0.99% (n = 360,000); vehicle wells 0%, saturating PEA agonist 100%; Trace amine-associated receptor 1 (Homo sapiens), Q96RJ0; activation, % at 3 µM; AID 624467, 2012;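 active means activation above the mean activation of all test compounds in the run plus 3 SD, cut at about 38% in these data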
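Benchmarks: low control DMSO, high control PEA (EC100); System: CHO RD-HGA16 cells carrying human TAAR1 plus Gα16; Detection: Fluo-8 fluorescence, 5 s baseline then 140 s kinetic read; Schedule: 17-24 h plating, Fluo-8 75 min 37 °C, 30 min RT; Read-out basis: % activation from peak over basal fluorescence ratio, DMSO-to-PEA scaled.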
M4 ag = human M4 muscarinic receptor agonists, primary screen, CHO-K1 cells, Fluo-8 calcium fluorescence | CHO-K1 hM4/Gqi5; vehicle 0%, full acetylcholine response 100% | AID 624127, 2012 | Muscarinic acetylcholine receptor M4 (Homo sapiens), P08173 | actives 0.14% (n = 360,000) | activation, % at 3 µM;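 active means activation above the run mean over all test wells plus 3 SD, cut at about 32% in these data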;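 further: peak over basal fluorescence ratio per well then scaled between controls; 0% = DMSO wells and 100% = acetylcholine at EC100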
CHRM1 PAM = human M1 muscarinic receptor positive allosteric modulators, primary screen, CHO-K1 cells, Fluo-8 calcium fluorescence, 1536-well. AID 588819, 2011. CHO-K1 hM1, ACh EC20; 0% = ACh EC20, 100% = maximal ACh. Muscarinic acetylcholine receptor M1 (Homo sapiens), P11229. activation, % at 3 µM. actives 0.088% (n = 360,000); in the data active means activation above about 19%, passing the limit was not always enough
CHRM5 PAM = human M5 muscarinic receptor positive allosteric modulators, primary screen, CHO-K1 cells, Fluo-8 calcium fluorescence; Muscarinic acetylcholine receptor M5 (Homo sapiens), P08912; CHO-K1 hM5, ACh EC20 PAM; 0% = ACh EC20, 100% = ACh EC100; activation, % at 3 µM; actives 0.3% (n = 360,000); AID 624038, 2012;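 active means activation above the run cutoff, the mean activation of all test compounds plus 3 SD, cut at about 18% in these data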
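system = human M5 receptor in CHO-K1 cells | compound = one concentration, 3 µM final (nominal) | schedule = Post-acetylcholine fluorescence recording 140 s | signal = Fluo-8 calcium dye fluorescence, kinetic read | benchmarks = low control EC20 acetylcholine (0%), high control EC100 acetylcholine (100%) | repeats = singlicate, one well per test compound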
Numbers without * were called inactive; . = no result given. Not all compounds are listed (hit frequency here may not be typical).

SMILES	CHRM5 antagonist	CHRM5 agonist	M1 antag	M4 antag	M1 ag	TAAR1 ag	M4 ag	CHRM1 PAM	CHRM5 PAM
CC12CCCC(C(C#N)C(N)=O)(C1)NC(=O)C2C#N (stereo unspecified)	7	0	-5	0	1	1	1	7	0
CCC(C)N1CCN(S(=O)(=O)c2ccc(NC(C)=O)cc2)CC1 (stereo unspecified)	-3	-1	-10	-23	-15	0	2	10	8
CCN1CCN(C(=O)c2ccc3c(=O)n(CCC4=CCCCC4)c(=O)[nH]c3c2)CC1	-6	-8	-1	0	-2	2	5	-1	15
Cc1nnc(N/N=C/c2ccccc2O)n1N	8	2	-4	2	-4	33	3	12	5
COc1ccc2c(c1)CCc1c(C(=O)NCc3ccco3)noc1-2	6	0	-7	-11	-6	.	9	-6	-8
Nc1c(C(=O)NCCN2CCOCC2)c2nc3ccccc3nc2n1CCc1ccccc1	4	3	0	14	-9	31	12	-2	-2
CC(C)(C)n1ncc2c(=O)n(CC(=O)NCc3ccccc3)cnc21	-2	1	5	12	-3	5	1	1	2
CCOc1ccc(/C=N/NC(=O)c2cc(-c3ccco3)nc3ccccc23)cc1	-6	1	-8	-13	-4	2	2	6	5
O=C(O)C1CCCCC1C(=O)NCCc1c[nH]c2ccccc12 (stereo unspecified)	-6	-4	-3	-7	-4	33	1	3	2
COC(=O)c1ccc(Cn2c(O)c(N=O)c3ccccc32)o1	-1	2	-14	-1	11	4	-1	13	-6
COCCCNc1nc2ccccc2nc1NS(=O)(=O)c1cccs1	0	-1	-19	2	-2	5	1	3	3
COc1cccc(CNc2ccc3c(c2)nc(C)n3C)c1OC	16	-24	-7	-4	-10	4	1	-5	2
c1ccc2c(c1)CCN(c1nc3ccccc3n3cnnc13)C2	7	0	-6	-1	-3	15	5	3	-10
CC(C)C(Nc1ncnc2c1oc1ccccc12)C(=O)O (stereo unspecified)	7	-5	-6	-14	-3	2	1	8	-2
Cc1ccc(NC(=O)CN(C)Cc2ccc(Cl)cc2)cc1	9	-5	-9	-1	-6	0	-1	8	-7
C=CCOc1cccc(C2C(C(=O)c3ccc(C)o3)=C(O)C(=O)N2c2nnc(C)s2)c1 (stereo unspecified)	8	9	-5	4	0	2	4	7	-4
CCn1nc(CC(=O)Nc2nnc(CC(=O)N3CCCCC3)s2)c2ccccc2c1=O	8	-2	-20	-1	-3	1	0	-2	-3
CC(C)(C)NC(=O)NC(=O)CN1CCN(S(=O)(=O)c2ccc3c(c2)CCCC3)CC1	6	-3	9	-11	-5	0	10	-7	-17
O=C(COC(=O)C1CCN(S(=O)(=O)c2cccs2)CC1)Nc1ccc(F)c(F)c1F	7	4	-5	-11	-1	3	11	0	-5
N#CCC(CNc1ncc(C(F)(F)F)cc1Cl)OC(=O)c1cccc(C(F)(F)F)c1 (stereo unspecified)	-6	-2	1	-7	-7	-2	-2	2	-2
CCCCN(C(=O)c1cc(Cl)nc2ccccc12)c1c(N)n(Cc2ccccc2)c(=O)[nH]c1=O	-2	1	-9	-8	-2	2	2	9	7
COCCNC(=S)Nc1ccccc1[N+](=O)[O-]	3	-2	9	-6	-3	1	1	3	-1
C/C(=N\OCc1ccc(C#N)cc1)c1cc2ccccc2o1	5	-2	2	-3	0	-1	1	-5	-13
Cc1cc(C)c(C(=O)C(C)OC(=O)Cn2cnc3c2c(=O)n(C)c(=O)n3C)cc1C (stereo unspecified)	3	2	-8	-8	-2	5	4	3	-7
O=C(NCc1ccco1)c1noc2c1CCCCC2	0	-5	-13	0	-10	16	0	8	-1
CCc1noc(C)c1C(=O)N1CCN(S(=O)(=O)c2cc(C)ccc2C)CC1	13	-1	-2	-5	-2	3	3	0	-2
CC1=C(C(=O)Nc2ccccc2)C(c2ccccc2)N2C(=O)CSC2=N1 (stereo unspecified)	0	-1	-9	0	-1	-2	2	7	-2
CC(CCc1ccccc1)NC(=O)CN1CCOc2ccccc21 (stereo unspecified)	6	0	22	-10	-4	3	2	-12	0
Cc1cc(C)c2c3c(oc2n1)C(=O)N(c1cccc(Cl)c1)CC(=O)N3	2	1	0	-2	-3	17	1	2	0
c1coc(CNC2C3CC4CC(C3)CC2C4)c1 (stereo unspecified)	-9	-5	-16	-7	-10	9	0	15	2
CCOC(=O)c1[nH]c(C)c(C(=O)N2CCN(c3ccccc3OC)CC2)c1C	9	1	-3	2	-6	5	2	2	-7
CC1(C)C2CCC1(CS(=O)(=O)NCc1ccc(S(N)(=O)=O)cc1)C(=O)C2 (stereo unspecified)	18	-2	-3	9	-2	0	2	6	-2
CCCCOc1nc(N2CCOCC2)nc(C)c1[N+](=O)[O-]	2	-5	-15	-10	-7	1	0	2	3
COc1cc(/C=N/NC(=S)Nc2cccc(C(=O)O)c2)ccc1O	-6	-2	10	2	-5	2	1	-4	8
Cc1cc(NC(=O)COC(=O)c2ccccc2S(=O)(=O)N(C)c2ccccc2)no1	5	-1	-5	0	-4	-1	2	7	6
CCOC(=O)c1ccc(NC(=O)NCc2ccccc2OC)cc1	-11	-3	9	0	-3	3	2	2	-12
CC[C@]12c3[nH]c4ccccc4c3CCN1C(=O)C(CC(=O)NCc1ccc(OC)c(OC)c1)C[C@@H]2C(=O)N1CCN(C(=O)C2CC2)CC1 (stereo partly specified)	-5	-1	-8	-19	-9	1	0	7	0
Cc1ccc(SCc2ccc(C(=O)Nc3nccs3)o2)cc1	15	-2	11	4	-2	0	3	-2	-7
Cc1cccc(-c2nnc(NC(=O)c3ccco3)s2)c1	-1	-3	-11	5	1	6	0	8	4
CC(c1nccs1)N(C)C(=O)c1cn(Cc2cccc3ccccc23)nn1 (stereo unspecified)	7	0	4	3	-2	2	4	-3	2
CC(O)C(=O)N/N=C/c1cccc2ccccc12 (stereo unspecified)	-7	-1	-5	-2	-7	0	1	4	10
CC1CCN(C(=O)N[C@@H](Cc2ccccc2)C(=O)O)CC1	-2	0	3	4	-2	-3	0	3	2
Cc1ccc(-n2nc3c(=O)n(CC(=O)NC4CCCCCC4)nc(C)c3c2C)cc1	-2	-5	-13	-8	-4	3	0	13	7
Cc1ccc(CNCCCSc2nc(C)cc(C)n2)cc1	16	-11	7	15	3	7	4	-4	-3
O=C(Nc1cccc(C(=O)O)c1)/C(=C/c1ccccc1)NC(=O)c1cccc(Br)c1	5	0	-8	4	-2	4	0	13	-1

Record cards, as listed above. Screens in order: CHRM5 antagonist	CHRM5 agonist	M1 antag	M4 antag	M1 ag	TAAR1 ag	M4 ag	CHRM1 PAM	CHRM5 PAM
`CCOC(=O)c1ccc(NC(=O)NCc2ccccc2OC)cc1` is listed with -11	-3	9	0	-3	3	2	2	-12
`CC1CCN(C(=O)N[C@@H](Cc2ccccc2)C(=O)O)CC1` is listed with -2	0	3	4	-2	-3	0	3	2
`Cc1ccc(SCc2ccc(C(=O)Nc3nccs3)o2)cc1` is listed with 15	-2	11	4	-2	0	3	-2	-7
`CCOC(=O)c1[nH]c(C)c(C(=O)N2CCN(c3ccccc3OC)CC2)c1C` is listed with 9	1	-3	2	-6	5	2	2	-7
`Cc1cccc(-c2nnc(NC(=O)c3ccco3)s2)c1` is listed with -1	-3	-11	5	1	6	0	8	4

Reprinted at random: 5 entries already listed
SMILES	CHRM5 antagonist	CHRM5 agonist	M1 antag	M4 antag	M1 ag	TAAR1 ag	M4 ag	CHRM1 PAM	CHRM5 PAM
Cc1cc(NC(=O)COC(=O)c2ccccc2S(=O)(=O)N(C)c2ccccc2)no1	5	-1	-5	0	-4	-1	2	7	6
COc1cc(/C=N/NC(=S)Nc2cccc(C(=O)O)c2)ccc1O	-6	-2	10	2	-5	2	1	-4	8
Cc1ccc(SCc2ccc(C(=O)Nc3nccs3)o2)cc1	15	-2	11	4	-2	0	3	-2	-7
CCCCOc1nc(N2CCOCC2)nc(C)c1[N+](=O)[O-]	2	-5	-15	-10	-7	1	0	2	3
CC1CCN(C(=O)N[C@@H](Cc2ccccc2)C(=O)O)CC1	-2	0	3	4	-2	-3	0	3	2

(continued)
SMILES	CHRM5 antagonist	CHRM5 agonist	M1 antag	M4 antag	M1 ag	TAAR1 ag	M4 ag	CHRM1 PAM	CHRM5 PAM
O=C1CC(Cc2ccc(Cl)cc2)C(=O)N1c1ccncc1 (stereo unspecified)	0	2	-5	2	1	0	2	3	1
O=C(c1ccc(NC2=NC3CS(=O)(=O)CC3S2)cc1)N1CCN(c2ccc([N+](=O)[O-])cc2)CC1 (stereo unspecified)	-1	-3	10	2	-2	3	2	-2	3
Cc1onc(-c2c(Cl)cccc2Cl)c1/C(N)=N/OC(=O)C1CC1	-10	-4	-10	-6	-4	9	0	3	3
Cc1cc(C)c(C)c(S(=O)(=O)N2CCC(C(=O)N3CC(C)CC(C)C3)CC2)c1C (stereo unspecified)	6	-4	1	-5	-5	-3	0	8	-6
Cc1ccc(/C=N/NC(=O)C(NC(=O)c2ccccc2)c2n[nH]c(=O)c3ccccc23)cc1 (stereo unspecified)	-4	-1	-6	-2	-3	16	2	2	6
CC#CC(=O)N1CCC(C(=O)Nc2ccc(Oc3ccccc3)nc2)CC1	-9	-2	8	-5	-3	2	1	0	6
Cc1cc(C)c(C)c(OCCOCCN2CCN(C)CC2)c1	5	-3	1	9	-7	-1	1	0	2
Cc1cc(NC(=O)/C=C/C(=O)N(CC(=O)NC2CCCC2)c2cccc3ccccc23)no1	-5	0	-3	-3	-4	7	1	2	10
